FadD28 binding: blocks FadD28 binding to the bisubstrate probe; fluorescence polarization; inhibition, % at 12.5 µM; 360,000 tested, 0.22% active; in the data active = inhibition above about 8.5%, passing the limit was not always enough; inconclusive = no clear call, values can overlap the other calls
BoNT-F LC inh: inhibitors of Botulinum neurotoxin F light chain protease; Multiplex microsphere protease cleavage assay, flow cytometry; inhibition, % at 10 µM; 360,000 tested, 0.22% active; in the data active = inhibition above about 35%, passing the limit was not always enough; inconclusive = no clear call, values can overlap the other calls; note: plate controls were buffer without enzyme for full effect and enzyme alone for no effect
PfHsp40 yeast: restores yeast growth despite PfHsp40 toxicity. growth rescue, % at 12.5 µM. AID 504582. S. cerevisiae expressing PfHsp40, growth rescue, ATP luminescence. 340,000 tested, 0.68% active; in the data active = growth rescue above about 28%, passing the limit was not always enough; inconclusive = no clear call, values can overlap the other calls;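 note: yeast W303a lacking pdr1 and pdr3 grown in galactose medium; growth measured after three days at 30 °C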
UGM FP inh: blocks M. tuberculosis UGM enzyme; purified UGM, fluorescence polarization probe displacement; inhibition, % at 10 µM; 320,000 tested, 0.06% active; in the data active = inhibition above about 10%, passing the limit was not always enough; inconclusive = no clear call, values can overlap the other calls
Target sequence (P9WIQ1 whole entry, looked up): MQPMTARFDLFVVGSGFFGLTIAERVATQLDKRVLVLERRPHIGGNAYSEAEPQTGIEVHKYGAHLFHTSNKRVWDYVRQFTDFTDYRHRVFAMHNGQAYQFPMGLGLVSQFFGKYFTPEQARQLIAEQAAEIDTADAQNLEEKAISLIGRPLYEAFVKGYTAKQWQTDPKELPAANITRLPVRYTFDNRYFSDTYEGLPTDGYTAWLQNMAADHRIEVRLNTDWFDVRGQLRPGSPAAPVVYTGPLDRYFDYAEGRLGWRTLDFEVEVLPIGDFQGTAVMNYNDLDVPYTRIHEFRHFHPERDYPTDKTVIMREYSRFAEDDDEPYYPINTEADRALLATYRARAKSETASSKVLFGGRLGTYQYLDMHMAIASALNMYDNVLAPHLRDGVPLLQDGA
Anthrax LF prot: anthrax lethal factor protease inhibition | P15917 | 360,000 tested, 0.12% active | inhibition, % at 10 µM | multiplex microsphere protease cleavage assay, LF; note: plate controls were buffer without enzyme for full effect and enzyme alone for no effect
FBA Mtb inh: inhibitors of M. tuberculosis fructose-bisphosphate aldolase; inhibition, % at 1 µM; 360,000 tested, 2.3% active; AID 588726; purified M. tuberculosis FBA, fluorescence read-out; in the data active = inhibition above about 27%;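 note: 0% = vehicle and 100% = reference inhibitor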
Target sequence (P9WQA3 whole entry, looked up): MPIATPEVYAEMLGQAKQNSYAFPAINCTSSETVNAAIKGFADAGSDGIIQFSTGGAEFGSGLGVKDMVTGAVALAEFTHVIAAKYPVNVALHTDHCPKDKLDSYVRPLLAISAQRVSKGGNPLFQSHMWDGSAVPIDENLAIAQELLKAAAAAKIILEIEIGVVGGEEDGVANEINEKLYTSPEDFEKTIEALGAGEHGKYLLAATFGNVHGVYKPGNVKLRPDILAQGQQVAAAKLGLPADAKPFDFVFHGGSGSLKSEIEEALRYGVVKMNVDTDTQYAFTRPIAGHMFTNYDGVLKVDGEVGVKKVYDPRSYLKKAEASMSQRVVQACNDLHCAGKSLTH
GDH-TPI inh: counter-screen for M. tuberculosis FBA inhibitors: GDH-TPI coupled enzymes; GDH-TPI coupled enzyme counterscreen, NADH absorbance; inhibition, % at 4.8 µM; 360,000 tested, 1.2% active; in the data active = inhibition above about 30%;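 note: 0% = DMSO wells and 100% = wells lacking the enzyme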
BoNT A protease: inhibitors of Botulinum neurotoxin A light chain protease; multiplex microsphere protease substrate cleavage, flow cytometry; inhibition, % at 10 µM; 360,000 tested, 0.17% active; note: plate controls were buffer without enzyme for full effect and enzyme alone for no effect
BioA inh: BioA (M. tuberculosis) enzyme inhibition; inhibition, % at 9.99 µM; purified M. tuberculosis BioA enzyme, plate reader; AID 602481; 360,000 tested, 0.096% active; in the data active = inhibition above about 40%; inconclusive = no clear call, values can overlap the other calls
Numbers without * were called inactive; ? = inconclusive; · = not tested or not shown; + = active, no number; & = joins results of further samples. Cut-off read from the data, not from the text of the source, unless noted: active = inhibition above about 30%; inconclusive = no clear call, values can overlap the other calls; inactive = below that. Hits appear at their usual frequency. Share with any hit: about 4.7%.

The line under a structure holds: FadD28 binding	BoNT-F LC inh	PfHsp40 yeast	UGM FP inh	Anthrax LF prot	FBA Mtb inh	GDH-TPI inh	BoNT A protease	BioA inh
- Cc1cc(NC(=O)CSc2nnc(CNC(=O)c3cccc(C(F)(F)F)c3)o2)no1
  -0.9	-1.8	-0.6	-0.8	-1.5	1.7	1.7	-0.8	-1.5
- Cc1nc(N2CCCCC2)sc1C(=O)c1ccc(SCCO)c([N+](=O)[O-])c1
  -0.1	-8.5	4.8	0.4	-5.4	-2.4	9.9	0.6	-0.3
- O=S1(=O)NC(=NCc2ccccc2)c2ccccc21
  -4.3	6.5	5.3	-1.3	-5.8	2.9	-1.3	?	-0.1
- Cn1c(Cc2ccccc2)nnc1SCC(=O)Nc1ccc(N2CCOCC2)cc1
  ·	0.6	0.1	4.0	-2.6	1.3	9.7	0.3	-0.5
- COc1ccc(Nc2ccc(S(=O)(=O)N3CCCCC3)cc2[N+](=O)[O-])cc1Cl
  -2.7	-15.0	9.5	·	-6.6	-3.8	17.3	-2.7	-0.6
- CCCCn1c(=O)c(CC(C)=O)nc2ccccc21
  -5.2	-5.0	-0.3	-2.4	-2.6	6.2	1.9	1.0	-0.3
- O=C(c1ccco1)N1CCN(C(c2ccc(F)cc2)c2nnnn2Cc2cccs2)CC1 (configuration not stated)
  0.1	-22.6	1.4	-1.8	0.0	9.8	-1.9	-1.0	3.5
- CCOc1cc(/C=C(\C#N)C(=O)NCc2cccnc2)ccc1O
  -3.8	-1.8	-1.1	-1.5	-2.0	-24.6	2.6	0.0	·
- CC1(C)NC(=O)N(CC(O)Cn2nnc3ccccc32)C1=O (configuration not stated)
  0.0	12.8	1.8	·	0.2	-2.5	2.2	0.6	0.7
- Cc1ccc(C(=O)COC(=O)c2cc(Cl)nc3ccccc23)cc1C
  -2.3	4.1	0.4	-1.2	-7.1	0.7	-0.3	-0.5	-1.8
- Cc1ccc(-c2nc3cc(C)ccc3o2)cc1
  -3.8	2.4	-1.0	1.2	-5.9	-2.5	10.5	0.5	-1.5
- CN(CC(=O)Nc1ccc(Cl)c(S(=O)(=O)N2CCOCC2)c1)C(=O)c1cccs1
  -1.2	-5.6	2.1	0.0	-2.7	0.6	2.1	-0.7	1.2
- C[C@@H]1CN([C@H](C)CO)C(=O)CCCn2nncc2CO[C@@H]1CN(C)C(=O)Nc1ccc(N2CCCCC2)cc1
  -4.5	1.2	·	·	-2.6	-0.7	0.0	-0.1	-0.9&-0.2&0.1
- COC(CNC(=O)c1ccc2nc3ccccc3c(=O)n2c1)OC
  0.7	-10.2	1.3	0.3	7.9	61.0*	18.0	-4.3	-2.0
- CC(C)(C)Cc1nnc(NC(=O)c2ccc([N+](=O)[O-])cc2)s1
  -0.2	1.0	?	2.2	-1.1	-1.8	10.7	0.2	0.0
- O=C(N[C@H]1C/C=C\C[C@H](CC(=O)N(CCO)Cc2ccccc2)C(=O)NC[C@H](c2ccccc2)OC1=O)OCC1c2ccccc2-c2ccccc21
  -2.2	-8.1	-0.5	0.1	-8.4	3.8	3.6	0.3	-3.4
- COc1ccc(-c2nnn(CC(=O)NCCc3ccc(OC)c(OC)c3)n2)cc1
  0.1	-4.7	0.8	-3.5	0.5	1.7	6.0	0.4	·
- COc1ccc(NC(=O)N2CCCC2C(=O)Nc2ccc(C)cc2C)cc1 (configuration not stated)
  -2.5	3.5	-0.8	0.5	-2.5	0.3	-5.4	0.1	-5.3
- COc1ccc(C2/C=C\CN(C(=O)C3CCCC3)CC(=O)N2Cc2ccc(F)cc2)cc1 (configuration not stated)
  -2.4	1.9	-0.7	1.0	4.9	5.2	5.7	0.0	0.7
- O=C(Cc1ccccc1)Nc1ccccc1C(=O)Nc1ccc(C(=O)O)cc1
  -3.4	-5.3	0.2	-0.3	-7.0	1.5	-7.6	0.7	2.6
- S=c1[nH]nc(-c2ccco2)n1/N=C/c1ccc(Br)s1
  0.7	-0.7	152.4*	-0.4	-2.9	2.5	20.6	-0.1	1.6
- O=C(CC1C(=O)NCCN1Cc1ccc(-c2ccccc2)cc1)NCCOc1cccnc1 (configuration not stated)
  -3.8	-5.9	0.2	-0.6	-1.1	4.7	-6.0	0.2	·
- CC(=O)Nc1ccc(S(=O)(=O)N2CCN=C2SCc2cccnc2)cc1
  -3.5	-1.5	0.5	-0.4	-1.5	-1.3	6.1	0.7	·
- C=CCOC(=O)C1=C[C@@H](c2ccccc2)[C@H](CCCO)[C@@H](OCC)O1
  -1.8	2.1	-0.3	2.9	-5.7	0.0	0.8	0.1	0.7
- COC(=O)/C=C1\S/C(=N/NC(=O)c2ccccc2)NC1=O
  0.5	-9.9	0.0	1.1	-8.9	-3.4	29.6	-1.4	-1.6
- CCC(=O)N(C)C[C@H]1Oc2ncc(C#Cc3ccncc3)cc2C(=O)N([C@@H](C)CO)C[C@@H]1C
  -1.7	4.0	·	·	-9.7	-0.4	-1.4	-0.3	8.7&5.2
- CN(NC(=O)CN1C(=O)c2ccccc2C1=O)C1=NS(=O)(=O)c2ccccc21
  0.4	-12.8	-1.6	1.8	-1.2	-0.7	5.7	-1.7	0.1
- CC(=O)c1ccc(OC(C)C(=O)NC2CCCCC2C)cc1 (configuration not stated)
  1.5	6.9	-0.7	1.0	4.7	2.2	7.3	1.8	-0.6
- O=S(=O)(c1ccc2ccccc2c1)N(CC(O)COCc1ccco1)c1ccccc1 (configuration not stated)
  0.0	-2.5	1.8	3.4	-6.3	-1.5	3.7	-0.9	-1.6
- OC(c1ccc(F)cc1)c1nc(-c2cnc3ccccc3c2)cs1 (configuration not stated)
  -3.8	1.5	·	·	-5.7	3.7	4.4	0.0	1.2

The listing continues:
| canonical_smiles | FadD28 binding | BoNT-F LC inh | PfHsp40 yeast | UGM FP inh | Anthrax LF prot | FBA Mtb inh | GDH-TPI inh | BoNT A protease | BioA inh |
| --- | --- | --- | --- | --- | --- | --- | --- | --- | --- |
| O=C(NCCSc1ccc(Br)cc1)c1ccccc1 | -6.7 | 20.5 | 2.5 | 0.4 | 5.1 | -0.3 | 1.6 | 2.7 | · |
| Cc1ccc(C2C(C(=O)O)c3ccccc3C(=O)N2C)o1 (configuration not stated) | -2.2 | -21.0 | -0.6 | -1.4 | -8.6 | -1.1 | -2.9 | -3.1 | 0.8 |
| CCC(C)NS(=O)(=O)c1ccc(NS(C)(=O)=O)cc1 (configuration not stated) | -1.9 | 3.5 | -1.1 | -0.1 | 0.5 | 2.6 | 1.9 | 0.4 | -0.9 |
| O=C(Nc1ccn(Cc2ccc(Cl)cc2)n1)c1ccc2c(c1)OCO2 | -2.6 | -3.1 | 0.3 | -2.6 | -1.7 | -4.7 | 3.1 | -3.0 | · |
| O=C1C2C3c4ccccc4C(c4ccccc43)C2C(=O)N1c1cccnc1 (configuration not stated) | 0.0 | 0.3 | -0.5 | -2.2 | 0.5 | 0.8 | 4.7 | 0.1 | · |
| CCOC(=O)CN(C(=O)CNC(=O)c1cccs1)C(C(=O)NC1CCCC1)c1cccnc1 (configuration not stated) | -2.1 | -5.6 | 1.4 | 0.0 | 1.6 | 3.6 | -3.7 | 1.0 | 0.1 |
| O=C(C=Cc1ccccn1)c1ccccc1 | -3.5 | -10.4 | 0.7 | · | 3.1 | 1.4 | -6.0 | 0.0 | -1.7 |
| COc1ccc(-c2cc(=Nc3ccccc3)c3cc(C)ccc3o2)cc1 | -4.9 | -5.5 | -1.9 | 0.3 | 0.1 | + | -0.8 | -0.4 | 22.5 |
| Cc1c(Cl)c([N+](=O)[O-])nn1CCCC(=O)Nc1sc2c(c1C(N)=O)CCC(C)C2 (configuration not stated) | 1.6 | 3.0 | 0.9 | 2.5 | 0.0 | -0.9 | 18.5 | -0.1 | -0.9 |
| COc1ccc(-n2c(=O)[nH]c3cc(C(=O)NCCc4ccc(Cl)cc4)ccc3c2=O)cc1OC | -2.0 | 1.7 | 0.0 | -2.0 | -9.0 | 0.4 | 4.0 | -0.1 | · |
| COCCOc1cc(-n2ccnc2SC)c(Cl)cc1Cl | -1.4 | 7.3 | -1.3 | 3.2 | 1.4 | 1.8 | 2.6 | 0.0 | -0.4 |
| COC(C(=O)N/N=C(\C)c1ccc(O)cc1)c1ccccc1 (configuration not stated) | -0.4 | -10.8 | -0.5 | 0.5 | -22.5 | 0.9 | 8.9 | -3.7 | 1.3 |
| CC1CN(C(=O)c2ccccc2Oc2ccccc2)CC(C)O1 (configuration not stated) | -3.9 | 1.9 | -0.5 | -2.7 | 0.0 | -4.1 | 2.2 | 0.8 | · |
| CC(C)(C)CC(C)(C)N=C1Nc2cc(Cl)c(Cl)cc2NC12C[C@H]1CCC(=O)N3CC[C@@H](C2)[C@@H]13 (some centres not stated) | -1.7 | 2.4 | 5.3 | · | 1.5 | -1.3 | 13.8 | 3.4 | 2.1 |
| Clc1ccccc1-c1nnc2sc(-c3ccc4c(c3)OCO4)nn12 | -0.9 | -7.5 | 0.3 | 0.2 | -1.0 | 27.6* | 10.1 | -0.9 | -0.2 |
| Cc1ccc(C(=O)Nc2nnc(C3CCCCC3)s2)o1 | -2.5 | -4.1 | -1.8 | 0.8 | -4.1 | 0.8 | 10.0 | -1.0 | 0.5 |
| OCCCn1c(C(CO)Nc2nc(-c3ccc(Cl)cc3)cs2)nc2ccccc21 (configuration not stated) | -0.1 | 0.8 | -0.2 | 1.8 | -5.7 | 5.2 | 5.7 | -0.3 | 2.7 |
| COc1ccccc1C1=NOC(COC(=O)c2ccc3ccccc3n2)C1 (configuration not stated) | -2.2 | 0.6 | -0.3 | 1.0 | 3.9 | 4.1 | -3.7 | 0.8 | -0.6 |
| O=C(COC(=O)c1cc[n+]([O-])cc1)NCC12CC3CC(CC(C3)C1)C2 | -1.9 | 5.1 | -1.5 | -2.6 | -0.6 | 2.4 | 8.6 | -0.2 | -3.1 |
| CC1CCN(C(=O)COC(=O)c2cc(=O)[nH]c3ccccc23)CC1 | -2.8 | 0.9 | -1.8 | -0.4 | -1.9 | 4.6 | 13.7 | 0.6 | -2.3 |

Four compounds picked at random from those above:
| canonical_smiles | FadD28 binding | BoNT-F LC inh | PfHsp40 yeast | UGM FP inh | Anthrax LF prot | FBA Mtb inh | GDH-TPI inh | BoNT A protease | BioA inh |
| --- | --- | --- | --- | --- | --- | --- | --- | --- | --- |
| COc1ccc(-c2nnn(CC(=O)NCCc3ccc(OC)c(OC)c3)n2)cc1 | 0.1 | -4.7 | 0.8 | -3.5 | 0.5 | 1.7 | 6.0 | 0.4 | · |
| Cc1c(Cl)c([N+](=O)[O-])nn1CCCC(=O)Nc1sc2c(c1C(N)=O)CCC(C)C2 (configuration not stated) | 1.6 | 3.0 | 0.9 | 2.5 | 0.0 | -0.9 | 18.5 | -0.1 | -0.9 |
| COC(CNC(=O)c1ccc2nc3ccccc3c(=O)n2c1)OC | 0.7 | -10.2 | 1.3 | 0.3 | 7.9 | 61.0* | 18.0 | -4.3 | -2.0 |
| O=C(COC(=O)c1cc[n+]([O-])cc1)NCC12CC3CC(CC(C3)C1)C2 | -1.9 | 5.1 | -1.5 | -2.6 | -0.6 | 2.4 | 8.6 | -0.2 | -3.1 |

Bioassay records deposited in PubChem BioAssay by several laboratories.
